High-throughput results from PubChem BioAssay.
Cy5 interf NS3h: Cy5 fluorescence quenchers or enhancers, artefact control for HCV NS3 helicase inhibitor project, biochemical, ChemBridge library, Cy5 readout; Cy5-dT15 DNA with NS3h, fluorescence interference; actives lie on both sides; signal over control mean, under 1 quenches; fluorescence interference ratio at 100 µM; hit rate 6% among 16,000; AID 720488, 2013;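 active = compound fluorescence over control fluorescence at most 0.8, a quencher, or at least a set upper limit, an enhancer; inactive = ratio between 0.8 and the set upper limit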
HCV NS3h FP: HCV NS3 helicase inhibitors, primary screen, biochemical, fluorescence polarization, ChemBridge library; AID 687043, 2013; NS3h Cy5-dT15 DNA binding; Hepatitis C virus NS3 helicase; hit rate 1.6% among 16,000; inhibition, % at 100 µM;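 active = inhibition above the average over every tested compound plus 3 SD, cut at about 40% in these data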
The depositor's hits bear a star.

SMILES	Cy5 interf NS3h	HCV NS3h FP
COCCOC(=O)C1=C(C)NC2=C(C(=O)CCC2)C1c1ccsc1 (centres undefined)	1.11	6.8
CS(=O)(=O)N(CC(=O)NCc1ccncc1)c1ccc(Oc2ccccc2)cc1	1.02	2.2
CC1(C)CC(=O)C2=C(C1)NC1=C(C(=O)c3ccccc31)C2c1ccc(OC(=O)/C=C/c2ccc([N+](=O)[O-])cc2)cc1 (centres undefined)	0.916	-4.2
C=CCO/N=C(/CCC)C1=C(N2CCCC2)CC(C)(C)CC1=O	0.86	21.1
CS(=O)(=O)c1ccc2nc(NC(=O)c3cccc(Cl)c3)sc2c1	1.01	6.8
O=C(Nc1ccc(-c2nc3ccccc3o2)cc1)c1ccc(NC(=O)c2cc3ccccc3o2)cc1	0.945	8.7
CCNC(=O)CNC(=O)CNS(=O)(=O)c1ccc(C)cc1	0.99	3.2
Cc1ccnc(NC(=O)Cc2ccc(Cl)cc2)c1	1.14	6.3
N#Cc1cc([N+](=O)[O-])cnc1Sc1ccccc1	0.927	-10.4
CCN(CC)CCN1C(=O)c2ccccc2NC1c1ccc2c(c1)OCO2 (centres undefined)	1.03	5.5
COc1cc(CN2CCN(Cc3cccc(Cl)c3)CC2)c([N+](=O)[O-])cc1OC	1.04	-4.8
CCc1ccc(OCC(=O)N2CCN(c3ccc([N+](=O)[O-])cc3)CC2)cc1	1.01	16.4
NC(CC(=O)O)c1cccc(Br)c1 (centres undefined)	0.992	14.3
O=C(/C=C/c1cccc([N+](=O)[O-])c1)Nc1ccc(Cl)cn1	1.07	-0.3
CCOC(=O)C1(P(=O)(c2ccccc2)c2ccccc2)CC1	1.12	7.8
CC(=O)Oc1ccc(-c2cccc(C(=O)Nc3cccc([N+](=O)[O-])c3)c2)cc1	0.883	12.5
O=c1cc(-c2ccc([N+](=O)[O-])cc2)nc2cc(-c3cccc(F)c3)[nH]n12	1.08	4.0
CCc1ccc(OCC(=O)Nc2ccc(C)cc2[N+](=O)[O-])cc1	1.07	2.6
Cc1nc2cc(-c3ccccc3)[nH]n2c(=O)c1Cl	1.12	7.8
COC(=O)c1cnn2c(C(F)(F)F)cc(-c3ccc4c(c3)OCO4)nc12	1.06	28.8
O=[N+]([O-])c1cc(Cl)ccc1NCCNS(=O)(=O)c1ccc(Cl)cc1	0.998	6.9
CCc1ccccc1NC(=O)CN(c1cc(OC)ccc1OC)S(C)(=O)=O	0.997	-5.0
COCCN1C(=O)c2cccc3cccc(c23)C1=O	0.984	8.3
CC(C)(C)C(O)=Cc1nc2cc([N+](=O)[O-])ccc2[nH]c1=O	1.01	7.9
Nc1ccc(C(=O)/C=C/c2ccc(F)cc2)cc1	0.991	12.7

7 compounds already listed, ordered by count of non-hydrogen atoms, falling.
SMILES	Cy5 interf NS3h	HCV NS3h FP
CC1(C)CC(=O)C2=C(C1)NC1=C(C(=O)c3ccccc31)C2c1ccc(OC(=O)/C=C/c2ccc([N+](=O)[O-])cc2)cc1 (centres undefined)	0.916	-4.2
O=C(Nc1ccc(-c2nc3ccccc3o2)cc1)c1ccc(NC(=O)c2cc3ccccc3o2)cc1	0.945	8.7
COCCOC(=O)C1=C(C)NC2=C(C(=O)CCC2)C1c1ccsc1 (centres undefined)	1.11	6.8
CCc1ccc(OCC(=O)Nc2ccc(C)cc2[N+](=O)[O-])cc1	1.07	2.6
CCOC(=O)C1(P(=O)(c2ccccc2)c2ccccc2)CC1	1.12	7.8
CC(C)(C)C(O)=Cc1nc2cc([N+](=O)[O-])ccc2[nH]c1=O	1.01	7.9
Cc1ccnc(NC(=O)Cc2ccc(Cl)cc2)c1	1.14	6.3

Going on with the list.
SMILES	Cy5 interf NS3h	HCV NS3h FP
CS(=O)(=O)c1ccc2nc(NC(=O)c3ccc([N+](=O)[O-])cc3)sc2c1	1.09	-3.0
CCCc1ccc(OCC(=O)N/N=C/c2cc(OC)ccc2O)cc1	0.952	5.8
CC(=O)c1cccc(NC(=O)Nc2cccc(Cl)c2)c1	1.05	24.4
O=C1NN(c2ccccc2)C(=O)/C1=C/c1cccn1-c1ccc([N+](=O)[O-])cc1	0.607*	29.9
O=C1NC(=O)C(=Cc2ccc(O)c(Cl)c2)C(=O)N1	1.1	28.9
O=C(COc1ccc([N+](=O)[O-])cc1)Nc1ccccc1O	1.14	7.8
CC(C)COc1ccc(C(=O)Nc2ccc(Cl)cc2)cc1	0.924	6.0
COc1cc(C(=O)NCCc2nc3ccccc3[nH]2)cc(OC)c1OC	1.09	16.6
CN(C)c1cccc(NC(=O)Cc2cccc3ccccc23)c1	1.01	8.0
C#CC(C)(C)NC(=O)CN(c1cc(Cl)ccc1OC)S(=O)(=O)c1ccc(C)c([N+](=O)[O-])c1	1	15.4
O=C(CSc1nc2ccccc2[nH]1)OCc1ccccc1	1.03	6.1
Cc1ccc(NCCC(=O)c2cccc([N+](=O)[O-])c2)cc1	1.05	6.7
COc1cc(C2=N/C(=C\N(C)C)C(=O)O2)cc(OC)c1OC	1.02	4.0
CSc1ccccc1NC(=O)c1nn2c(c1Cl)NC(c1ccco1)CC2C(F)(F)F (centres undefined)	0.835	-3.4
c1ccc(OCCSc2nc3ccccc3s2)cc1	0.891	8.1
O=C(NCCc1ccccc1)c1ccc(Cl)c([N+](=O)[O-])c1	0.926	5.6
CCOC(=O)C(C)Oc1ccc2c(oc(=O)c3ccccc32)c1C (centres undefined)	1.1	9.6
CCN(CC)c1ccc(NC(=O)c2cncc(Br)c2)cc1	0.971	8.0
OC1(C#CCN(C2CCCCC2)C2CCCCC2)CCCCC1	0.962	2.6
CC(C)CCNC(=O)Cc1ccccc1[N+](=O)[O-]	0.984	-3.9
O=c1[nH]c2ccccc2nc1C=C(O)c1cccc(Br)c1	0.932	2.4
COc1ccc(C2(O)CN(c3ccccc3)C3=[N+]2CCCS3)cc1 (centres undefined)	0.954	2.2
NS(=O)(=O)c1ccc(Nc2nc(-c3ccncc3)cs2)cc1	0.998	-0.3
CCOC(=O)COc1ccc(/C=C2/C(=O)NN(c3ccc(I)cc3)C2=O)cc1OC	0.877	3.2
CC(=O)Nc1nonc1OCCOc1nonc1NC(C)=O	0.979	-9.6
Carrying on.
SMILES	Cy5 interf NS3h	HCV NS3h FP
COc1cc([N+](=O)[O-])ccc1-c1ccc(/C=C(\C#N)C(=O)Nc2ccc(F)cc2)o1	1.14	2.9
C=CCn1c(N)c(C(=O)NCC2CCCO2)sc1=S (centres undefined)	0.964	-1.4
CCCCCNC(=O)c1ccc(C(=O)NCCCCC)cc1	0.991	3.6
CCOc1ccc(NC(=O)c2cc(Cl)ccc2Cl)cc1	1.06	9.1
Cc1ccc(N2C(=O)CSC2c2ccc(Br)cc2)cc1 (centres undefined)	0.907	14.7
Cc1ccc(N2C(=O)CSC2c2cccc([N+](=O)[O-])c2)c(C)c1 (centres undefined)	0.992	7.9
CCC(=O)Nc1nc(C23CC4CC(CC(C4)C2)C3)c(C)s1	1.09	1.3
COc1ccc(/C=C2/SC(N3CCN(C(=O)CN4C(=O)S/C(=C\c5ccccc5F)C4=O)CC3)=NC2=O)cc1	1.08	15.9
Cc1cccc(OCC(=O)N2CCc3ccccc3C2)c1	0.987	10.7
Cc1ccc(N2C(=O)CC(Sc3nc(C)cc(C)n3)C2=O)cc1 (centres undefined)	1.09	6.1
COc1ccc(OC)c(/C=C/C(=O)Nc2ccc(C)c(Cl)c2)c1	1	13.6
COc1cc(NC(=O)c2nn3c(c2Cl)NC(c2cccs2)CC3C(F)(F)F)cc([N+](=O)[O-])c1 (centres undefined)	0.974	-1.8
COc1ccc(N(CC(=O)NCc2ccccc2)S(=O)(=O)c2ccc(C)cc2)c(OC)c1	1.03	7.2
COc1cc(/C=N\N2C(=O)CSC2=S)ccc1OCCOc1ccc(C(C)(C)C)cc1	1.11	10.9
O=[N+]([O-])c1cc(-n2ncnc2-c2cccc(Cl)c2)ccc1F	0.943	0.3
COC(=O)C1=C(C)NC2=C(C(=O)c3ccccc32)C1c1ccc(OCc2ccc([N+](=O)[O-])cc2)cc1 (centres undefined)	0.993	-0.7
CC1=NN(C(=O)c2ccccc2Cl)C(O)(c2ccccc2)C1 (centres undefined)	0.941	2.4
Cc1cc(NC(=O)c2ccccc2I)ccc1-c1cc2ccccc2oc1=O	1	13.6
COc1ccc(CN2C(=O)NC(=O)/C(=C\C=C\c3ccco3)C2=O)cc1	0.898	18.8
CC(C)N(C(=O)c1ccccc1F)C(C)C	0.991	3.8
Cc1cc(Cl)c2cc(C(=O)O)ccc2n1	0.986	2.2
CC1(C)C(c2ccco2)=[N+]([O-])C2(CCCCC/C2=N/NC(N)=S)N1O (centres undefined)	1.08	-3.9
O=[N+]([O-])c1ccc(N2CCN(CCO)CC2)cc1NC(c1ccccc1)c1ccccc1	0.793*	21.6
Cc1ccccc1NC(=O)c1ccc(-c2ccccc2)cc1	1.1	11.7
C=CCN1C(=O)/C(=C/c2ccccc2OCc2ccccc2Cl)SC1=S	0.645*	9.6

Full records as entered above. Order of values: Cy5 interf NS3h	HCV NS3h FP
C=CCn1c(N)c(C(=O)NCC2CCCO2)sc1=S (centres undefined) as listed: 0.964	-1.4
COc1cc(/C=N\N2C(=O)CSC2=S)ccc1OCCOc1ccc(C(C)(C)C)cc1 as listed: 1.11	10.9
CC(C)N(C(=O)c1ccccc1F)C(C)C as listed: 0.991	3.8

New compounds follow.
SMILES	Cy5 interf NS3h	HCV NS3h FP
CC1=C(C(=O)OC(C)C)C(c2ccc(C(C)C)cc2)NC(=O)N1 (centres undefined)	0.949	14.3
CCCCCCN1C(=O)C(O)=C(C(C)=O)C1c1ccc2c(c1)OCO2 (centres undefined)	1.05	14.1
COC(=O)CN1C(=O)/C(=C/c2cc(OC)ccc2OC)SC1=S	1.01	10.0
CNC(=O)C(=O)NCCc1ccc(Cl)cc1	1.04	5.0
COc1ccccc1/C=C1/C(=O)N(c2ccc([N+](=O)[O-])cc2)N=C1C	1.04	7.7
Cc1ccc(C(=O)Nc2ccccc2C(=O)O)cc1	0.951	2.3
Cc1ccc(N2C(=O)CC(N3CCN(C)CC3)C2=O)cc1 (centres undefined)	1.05	2.0
O=C1C(=Cc2ccccc2)C(=O)c2ccccc21	1.01	46.2*
COc1ccc(N(CC(=O)NC(C)c2ccccc2)S(C)(=O)=O)cc1Cl (centres undefined)	0.953	-6.0
COc1cc(C2C3=C(CC(C)(C)CC3=O)OC3=C2C(=O)CC(C)(C)C3)cc(I)c1O	1.12	7.3
CC(C)(C)C1=NN(C(=O)c2ccc([N+](=O)[O-])cc2)C(O)(C(F)(F)F)C1 (centres undefined)	0.672*	15.0
Cc1ccc(N[C@@H]2O[C@H](CO)[C@@H](O)[C@H](O)[C@@H]2O)cc1	1.06	-3.4
C/C(=C\C(=O)OCCOC(=O)/C=C(\C)NC1CC(C)(C)NC(C)(C)C1)NC1CC(C)(C)NC(C)(C)C1	1.06	7.4
CCOC(=O)c1c(-c2ccccc2)csc1-n1c(C)ccc1C	1.02	1.6
O=c1c2cc3c(=O)n(-c4ccc(S)cc4)c(=O)c3cc2c(=O)n1-c1ccc(S)cc1	0.701*	4.0
CCCCCN(CCCCC)C(=O)c1ccccc1C(=O)Nc1ccccc1	0.926	9.5
CC(=O)Nc1ccc(N2C(=O)C3C4c5ccccc5C(c5ccccc54)C3C2=O)cc1 (centres undefined)	0.984	14.4
COc1cccc(OCCOc2ccc(/C=C3\C(=O)NN(c4ccccc4)C3=O)cc2OC)c1	0.972	5.1
CCOc1cc(OCC)cc(C(=O)Nc2ccc(O)c(-c3nc4cc(C)c(C)cc4o3)c2)c1	1.01	7.9
O=C(O)c1ccc(-c2nc(-c3ccccc3)c(-c3cccs3)[nH]2)cc1	1.15	-1.3
Cc1ccc(-c2cc(C(F)(F)F)n3ncc(C(=O)N(C)Cc4ccccc4)c3n2)cc1	0.615*	8.7
COc1ccccc1C/C(N)=N\OC(=O)c1ccc(I)cc1	0.964	2.3
Cc1ccccc1NC(=O)C(=O)NCc1ccc(F)cc1	0.996	12.7
Cc1ccc(NC(=O)C(=O)NCCCO)cc1	1.12	3.9
COc1ccc(NC(=O)/C(C#N)=C\c2cc(C)n(-c3ccc(C)cc3)c2C)cc1	1	-2.8
Additional compounds follow:
SMILES	Cy5 interf NS3h	HCV NS3h FP
CCOC(=O)c1ccc(NC(=O)CN(c2ccc(Br)cc2)S(C)(=O)=O)cc1	0.937	3.5
CCOC(=O)c1ccccc1NC(=O)CN(c1ccc(OC)cc1)S(C)(=O)=O	1	14.9
C=CCN1C(=O)/C(=C2\SC(=S)N(Cc3ccco3)C2=O)c2ccccc21	0.978	17.0
Nc1nc(-c2cccs2)c(NC(=O)c2ccccc2)s1	0.912	5.8
O=C1C(=O)N(Cc2ccccc2)C(c2ccccc2)C1=C(O)c1ccccc1 (centres undefined)	1	0.3
COc1cc(/C=C2/C(=O)NC(=O)N(c3cccc(C)c3)C2=O)ccc1OCCOc1ccc([N+](=O)[O-])cc1	0.887	39.5
Cc1ccc(C(=O)Nc2ccccc2C(=O)Nc2ccccc2C(=O)O)cc1	0.908	12.1
CC(=O)Oc1ccccc1N1C(=O)c2ccc(-c3nc4ccccc4c(=O)o3)cc2C1=O	0.925	2.3
CCc1nn(-c2ccccc2)c(N)c1C	1.04	-0.9
CCN(CC)c1ccc(/C=C2/C(=O)NC(=O)N(c3ccccc3)C2=O)cc1	3.17*	86.3*
COC(=O)c1c(C)oc2ccc(OCc3ccc(C)cc3)cc12	0.926	15.6
O=C(/C=C/c1ccc(-c2ccccc2[N+](=O)[O-])o1)C12CC3CC(CC(C3)C1)C2	1.06	4.0
COc1ccc(N(CC(=O)Nc2ccc(Br)cc2)S(=O)(=O)c2ccc(C)cc2)cc1	0.917	30.8
COc1ccccc1C(=O)N[C@H](C)c1ccccc1	1.03	-0.7
O=S(=O)(c1ccc(-c2ccccc2)cc1)N1CCSC1c1ccccc1 (centres undefined)	0.924	19.1
COc1ccc(-n2nc3cc(C)c(NC(=O)c4ccc([N+](=O)[O-])cc4)cc3n2)cc1	0.912	7.0
O=C1OC(c2ccccc2)=N/C1=C(\Sc1nc2ccccc2o1)c1ccccc1	1.09	3.4
COc1cccc(C(=O)Nc2cc([N+](=O)[O-])ccc2O)c1	0.962	-0.3
